HIF activator = HIF pathway transcriptional activators, primary screen, cell-based, U2OS HRE-luciferase, luminescence; U2OS HRE-luciferase reporter; normalized: DMSO 0%, desferrioxamine 100%; activation, % at 7.5 µM (by protocol); 0.32% of 300,000 active; AID 1910, 2009;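 active means mean activation of at least 10% of the iron chelator positive control signal, with at least half of replicates also reaching 10%; inconclusive means mean and replicate majority disagree about reaching 10%; inactive means mean and most replicates under 10%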
TRPC4 potent = positive allosteric modulators of TRPC4, primary screen, cell-based, mouse TRPC4beta, HEK293 mu-opioid, Fluo-4 calcium | Short transient receptor potential channel 4 (Mus musculus), Q9QUQ5 | DAMGO EC20, Fluo-4 Ca2+ flux; hits give high values | B-score at 10 µM | 0.42% of 310,000 active | AID 2227, 2009;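 active means B-score of calcium response area above 5 SD of library B-scores, with initial fluorescence ratio within 5 SD of library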;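 further: B-score of integrated fluorescence ratio over time as area under calcium response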
TRPC4 block = inhibitors of mouse TRPC4 channel, primary screen, Fluo4 calcium, HEK293 TRPC4beta/mu-opioid cells; Short transient receptor potential channel 4 (Mus musculus), Q9QUQ5; DAMGO-evoked Fluo4 calcium flux; hits give low values; B-score at 10 µM; 0.39% of 300,000 active;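 active means B-score over 3 SD under the library average, no early fluorescence shift, positive overall ratio signal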
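material = TRPC4beta/mu-opioid receptor HEK293 cell line | probe or stimulus = sequential submaximal and maximal DAMGO stimulation | compound dosing = one concentration per compound | measured by = Fluo4 Ca2+ flux fluorescence | evaluation = integrated fluorescence ratio relative to baseline, converted to per-well B score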
MrgX1 antag = antagonists of human MrgX1 receptor, primary screen, HEK293 cells, Fluo-4 calcium flux; BAM8-22 antagonism; hits give low values; B-score at 10 µM; AID 588676, 2011; 1.3% of 310,000 active; Mas-related G-protein coupled receptor member X1 (Homo sapiens), Q96LB2;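 active means calcium-response B-score plate-corrected more than 3 library SD below zero, starting fluorescence within 5 deviations, no agonist response on first addition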;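 further: peak minus trough fluorescence over baseline after final BAM8-22 challenge near maximal dose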
Target sequence (Q96LB2 whole entry, looked up): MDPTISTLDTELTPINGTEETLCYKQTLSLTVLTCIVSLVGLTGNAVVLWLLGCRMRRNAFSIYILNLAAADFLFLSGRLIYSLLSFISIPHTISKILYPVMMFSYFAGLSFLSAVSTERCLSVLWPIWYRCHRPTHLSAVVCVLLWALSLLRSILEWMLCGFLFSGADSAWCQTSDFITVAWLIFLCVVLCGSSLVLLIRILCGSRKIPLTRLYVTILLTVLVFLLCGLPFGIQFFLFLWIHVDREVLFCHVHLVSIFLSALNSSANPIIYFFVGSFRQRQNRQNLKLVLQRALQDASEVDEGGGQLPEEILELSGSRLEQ
TRPC6 inh = mouse TRPC6 channel inhibitors, primary screen, cell-based, HEK293, membrane potential dye | B-score at 10 µM | ACh-evoked depolarization; hits give low values | 1.1% of 310,000 active | Short transient receptor potential channel 6 (Mus musculus), Q61143;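 active means B-score under library mean minus 3 SD, initial fluorescence not abnormally high, positive integrated signal ratio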;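 further: B-score derived from integrated fluorescence ratio over the kinetic read; more negative B-score means stronger inhibition of depolarization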
MrgX1 allo act = positive allosteric modulators of MrgX1, primary screen, HEK293 cells, Fluo-4 calcium flux; 0.63% of 310,000 active; B-score at 10 µM; Mas-related G-protein coupled receptor member X1 (Homo sapiens), Q96LB2; FDSS; hits give high values;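 active means plate-corrected calcium response at least 3 library SD above typical, normal starting fluorescence, not activating the receptor alone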;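 further: compound read alongside a low EC10 to EC30 dose of BAM8-22 agonist; peak minus trough fluorescence over baseline measured at the second addition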
AI-2 QS mod = Vibrio harveyi AI-2 quorum sensing modulators, primary screen, JMH597 strain, luminescence/OD600 ratio; Vibrio harveyi JMH597 AI-2 luminescence/OD600 ratio, 9 h; hits give low values; strain lacks LuxN and CqsS sensors; 0 = neutral-control median; activity change, % at 7.5 µM; 0.4% of 300,000 active; AID 2094, 2009; in the data active means activity change below about -75%, passing the limit was not always enough; inconclusive means no clear call, values can overlap the other calls;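 further: luminescence divided by OD600 gain over 9 h not by final OD600 alone; inactives centre near 13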
PolyA inh = polyadenylation inhibitors in yeast reporter cells, primary screen, luminescence, S. cerevisiae; calls only at 12 µM; S. cerevisiae SKY197-pL101 polyadenylation reporter, beta-gal luminescence; efflux-impaired pdr1/pdr3 knockout yeast; score 100 = 6 SD above DMSO; 0.02% of 300,000 active; AID 1875, 2009;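 active means lowest replicate activity score at least 50, where 100 means six control SD above control mean; inconclusive means lowest score under 50 but half or more replicates reach 50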;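 further: yeast exposed to compound for 9 h at 30 °C; higher score means more reporter readthrough which indicates perturbed polyadenylation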
TRPC4 agonist = activators of mouse TRPC4 channel, primary screen, Fluo4 calcium, HEK293 TRPC4beta/mu-opioid cells | Short transient receptor potential channel 4 (Mus musculus), Q9QUQ5 | Fluo4 calcium fluorescence; hits give high values | B-score at 10 µM | 0.49% of 310,000 active | AID 2237, 2010;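 active means B-score above 5 SD of library B-scores, and initial fluorescence ratio not above library mean plus 5 SD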;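 further: positive B-score marks a calcium rise read as TRPC4 activation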
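Assay system – TRPC4beta and mu-opioid receptor HEK293 stable cells · Measured by – Fluo4 fluorescence, kinetic · Schedule – dye loading 45 min room temperature, 110 s kinetic read · Read-out – B-scored integrated calcium fluorescence ratio · Controls – buffer and maximal DAMGO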
TRPC6 act = mouse TRPC6 channel activators, primary screen, cell-based, HEK293, membrane potential dye; Short transient receptor potential channel 6 (Mus musculus), Q61143; HEK293-TRPC6 membrane potential dye fluorescence; hits give high values; 0.13% of 310,000 active; B-score at 10 µM;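 active means B-score of the integrated fluorescence ratio above library mean plus 3 SD, and starting fluorescence ratio within library mean plus 5 SD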;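 further: higher score means more depolarization so channel activation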
MrgX1 agonist = agonists of human MrgX1 receptor, primary screen, HEK293 cells, Fluo-4 calcium flux | Mas-related G-protein coupled receptor member X1 (Homo sapiens), Q96LB2 | Fluo-4 calcium fluorescence, agonist mode; hits give high values | B-score at 10 µM | 0.44% of 310,000 active;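 active means calcium response B-score plate-corrected fluorescence ratio at least 3 library SD, with starting fluorescence B-score inside 5 SD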
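Assay system: MrgX1-expressing HEK293 cells / Amount: fifteen thousand cells per well / Doses: test compound in the initial addition of three / Timing: cells plated overnight, dye loaded 0.5 h 37 °C, 0.5 h room temperature / Technique: kinetic calcium dye fluorescence, Fluo-4 NW / Control set: positive and negative controls per plate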
The depositor's hits bear a star; i = inactive; ? = inconclusive; nt = no result given. Some of the compounds tested, so the mix of outcomes need not match the whole.

Compound	HIF activator	TRPC4 potent	TRPC4 block	MrgX1 antag	TRPC6 inh	MrgX1 allo act	AI-2 QS mod	PolyA inh	TRPC4 agonist	TRPC6 act	MrgX1 agonist
CCOC(=O)c1ccc(N2C(=O)C3C(/C=C/c4ccccc4)OC4(C(=O)c5ccccc5C4=O)C3C2=O)cc1 (stereo not drawn)	-0.3	i	i	i	i	i	33.0	i	i	i	i
CCCCOc1ccc(N(CC(=O)NC(C)C)C(=O)CCC(=O)Nc2ccccn2)cc1	-0.2	i	i	i	i	i	23.2	i	i	i	i
O=C(CN1C(=O)/C(=C\c2cccc(Br)c2)Oc2ccccc21)NCC1CCCO1 (stereo not drawn)	-0.3	i	i	i	i	i	16.7	i	i	i	i
CCOc1ccc(OCc2cccc(C(=O)N3CCOCC3)c2)cc1	-2.6	i	i	i	i	i	13.4	i	i	i	i
O=C(CSc1nnnn1Cc1ccccc1)Nc1ccc2c(c1)OCO2	2.1	i	i	i	i	i	0.1	i	i	i	i
S=C(NCc1ccncc1)NC1CCCC1	-0.1	i	i	i	i	i	16.0	i	i	i	i
O=C(Cc1ccccc1)Oc1coc(CSc2ncccn2)cc1=O	-0.3	i	i	i	i	i	-4.4	i	i	i	i
CC1CN(C(=O)COC(=O)c2ccc(N(C)C)cc2)CC(C)O1 (stereo not drawn)	-0.2	i	i	i	i	i	nt	i	i	i	i
COCc1cc(=O)n2[nH]c(C)c(-c3ccccc3)c2n1	-8.5	i	i	i	i	i	29.7	i	i	i	i
CC(=O)N1[C@H](Cc2ccccc2)C=C[C@]1(C)C(=O)NCc1ccccn1	-1.2	i	i	i	i	i	25.6	i	i	i	i
O=C(NN=C1CCCCC1)c1cc(-c2ccccc2)n[nH]1	0.5	i	i	i	i	i	10.8	i	i	i	i
Cn1c(=O)[nH]c(=O)c2c1nc(NCc1ccco1)n2Cc1ccccc1Cl	0.3	i	i	i	i	i	13.6	i	i	i	i
CC(=O)c1ccc(N2C(=NC(=O)COc3ccccc3)SC3CS(=O)(=O)CC32)cc1 (stereo not drawn)	472.7*	i	i	i	i	i	2.6	i	i	i	i
COc1ccc(N(CC(=O)N2CCCC2)S(C)(=O)=O)cc1	0.0	i	i	i	i	i	6.1	i	i	i	i
Cc1ccccc1CSCCNC(=O)COc1ccc(Cl)cc1	0.1	i	i	i	i	i	16.4	i	i	i	i
CC1(C)NC(=O)N(CC(=O)OCc2cc(=O)n3cc(Br)ccc3n2)C1=O	0.2	i	i	i	i	i	nt	i	i	i	i
Cc1ccc(C)c(-n2cc(CN3CCNC(=O)CC3)c(-c3ccccc3)n2)c1	-0.4	i	i	i	i	i	12.4	i	i	i	i
Cc1oc(-c2cccs2)nc1CN1CCN(Cc2ccc(F)c(F)c2)C(CCO)C1 (stereo not drawn)	0.0	i	i	i	i	i	10.5	i	i	i	i
Cc1cc(C(=O)O)ccc1-n1c(C)cc(/C=C(/C#N)C(=O)Nc2ccccc2)c1C	-0.6	i	i	i	i	i	52.0	i	i	i	i
CCOC(=O)C1CCN(C(=O)Nc2cccc(OC)c2)CC1	1.8	i	i	i	i	i	4.0	i	i	i	i
CCCN(C(=O)c1cc(-c2ccco2)nc2ccccc12)c1c(N)n(Cc2ccccc2)c(=O)[nH]c1=O	0.6	i	i	i	i	i	7.8	i	i	i	i
COc1ccc(NS(=O)(=O)c2cc(NC(=O)[C@@H](NC(=O)c3ccccc3)C(C)C)ccc2C)cc1	0.6	i	i	i	i	i	9.2	i	i	i	i
CC(=O)Nc1ccc(N/C=C(\C=O)c2nc3ccccc3o2)cc1	0.1	i	i	i	i	i	13.2	i	i	i	i
CCOC(=O)c1sc(N=NC2=C(O)CCCC2=O)c(C(=O)OCC)c1C	0.7	i	i	i	i	i	-2.8	i	i	i	i
CCOc1ccc(/C=N/n2c(-c3ccccc3)n[nH]c2=S)cc1	-0.4	i	i	i	i	i	nt	i	i	i	i
C/C(=N\NC(=S)NCc1ccccc1)c1ccc2ccccc2c1OC(F)F	0.5	i	i	i	i	i	?	i	i	i	i
O=C(C1CCN(Cc2nc(-c3ccc(Cl)cc3)no2)CC1)N1CCOCC1	0.4	i	i	i	i	i	19.1	i	i	i	i
CCC(C)c1ccc(NC(=O)N2CCN(C(=O)C3CCCO3)CC2)cc1 (stereo not drawn)	-1.4	i	i	i	i	i	7.2	i	i	i	i
O=C(NCC(c1cccs1)N1CCOCC1)c1ccccc1NS(=O)(=O)c1cc([N+](=O)[O-])ccc1Cl (stereo not drawn)	-0.4	i	i	i	i	i	20.2	i	i	i	i
Cc1ccc(NC(=O)/C=C/c2ccc3c(c2)OCO3)cc1S(=O)(=O)N1CCOCC1	-0.5	i	i	i	i	i	26.0	i	i	i	i

Continuation.
Compound	HIF activator	TRPC4 potent	TRPC4 block	MrgX1 antag	TRPC6 inh	MrgX1 allo act	AI-2 QS mod	PolyA inh	TRPC4 agonist	TRPC6 act	MrgX1 agonist
COc1ccccc1CNC(=O)CSc1ccc(C)cc1	0.6	i	i	i	i	i	20.0	i	i	i	i
O=C1Nc2ccccc2OC1CC(=O)N1CCCC1 (stereo not drawn)	nt	i	i	i	i	i	31.7	i	i	i	i
CCC(C(=O)NC1CCCC1)N(C(=O)Cn1nnc(-c2ccc(C)o2)n1)c1cccc(OC)c1 (stereo not drawn)	-0.5	i	i	i	i	i	-7.7	i	i	i	i
CCOC(=O)c1ccc(NC(=S)N(CCCN2CCCC2)Cc2cccs2)cc1	-1.3	i	i	i	i	i	8.0	i	i	i	i
O=S(=O)(c1cc(C(F)(F)F)ccc1Cl)N1CCCCCC1	-0.2	i	i	i	i	i	13.7	i	i	i	i
COc1ccc(CNn2cnnc2)c(O)c1	0.1	i	i	i	i	i	13.9	i	i	i	i
COc1ccc(CN2C(=O)c3cccnc3C2Nc2cc(Cl)c(OC)cc2OC)cc1 (stereo not drawn)	0.0	i	i	i	i	i	7.5	i	i	i	i
O=C(Nc1ccc(C(F)(F)F)cc1)C1CCN(S(=O)(=O)c2ccc(N3CCCC3=O)cc2)CC1	-0.1	i	i	i	i	i	32.0	i	i	i	i
O=c1oc2ccccc2n1CCCCCn1c(=O)oc2ccccc21	-0.1	i	i	i	i	i	16.6	nt	i	i	i
COc1cccc(/C=N/NC(=O)C(C)n2nnc3ccccc32)c1 (stereo not drawn)	-0.1	i	i	i	i	i	-0.9	i	i	i	i
Cc1ccc(CN2CCN(Cc3cccn3-c3ccc(Cl)cn3)CC2CCO)o1 (stereo not drawn)	0.1	i	i	i	i	i	9.9	i	i	i	i
CCOC(=O)N1CCN(c2ccc(C(=O)c3ccccc3)cc2F)CC1	1.7	i	i	i	i	i	38.5	i	i	i	i
O=C(/C=C/c1c(Cl)cccc1Cl)N1CCOCC1	-1.5	i	i	i	i	i	7.1	i	i	i	i
NC(=O)C1CCCN(C(=S)Nc2ccccc2)C1 (stereo not drawn)	0.2	i	i	i	i	i	5.8	i	i	i	i
N#CCCN1CCCN(CCC#N)CCN(CCC#N)CCCN(CCC#N)CC1	1.3	i	i	i	i	i	28.3	i	i	i	i
CC1CCC2C(=O)N(c3cc(Cl)ccc3OC(=O)c3ccco3)C(=O)C2C1 (stereo not drawn)	0.6	i	i	nt	i	nt	3.2	i	i	i	nt
CC1CN(C(=O)C(Sc2ccccc2)c2ccccc2)CC(C)O1 (stereo not drawn)	-0.5	i	i	i	i	i	21.6	i	i	i	i
Nn1c(SCC(=O)N2CCOCC2)nnc1C1CC1	-0.3	i	i	i	i	i	-1.9	i	i	i	i
Cc1cc(C)cc(NC(=O)CSc2nnc(Cc3cccn3C)n2-c2ccc(F)cc2)c1	-0.2	i	i	i	i	i	11.8	i	i	i	i
CCOc1ccc2nc(COC(=O)c3cccc([N+](=O)[O-])c3)c(C(C)=O)[n+]([O-])c2c1	0.0	i	i	i	i	i	-2.0	i	i	i	i
CCC1(C)Cc2c(sc3nnn(CC(=O)Nc4cccc5ccccc45)c(=O)c23)CO1 (stereo not drawn)	-0.3	i	i	i	i	i	7.2	i	i	i	i
COc1cc2nc(COc3ccc(C#N)cc3)n(CC#N)c(=O)c2cc1OC	-0.1	i	i	i	i	i	-1.5	i	i	i	i
COc1cc(C(CCN2CCCC2)c2c(OC)cc(OC)c3c(-c4ccccc4)cc(=O)oc23)cc(OC)c1OC (stereo not drawn)	-0.2	i	i	i	i	i	-7.3	i	i	i	i
CC(C)COc1ccc(C(=S)N2CCCC2)cc1	-0.6	i	i	i	i	i	25.0	i	i	i	i
O=C1/C(=C\c2ccncc2)CCc2ccccc21	7.2	i	i	i	i	i	32.8	i	i	i	i
CCOC(=O)N1CCC(N2CCN(Cc3ccc(F)c(F)c3)C(CCO)C2)CC1 (stereo not drawn)	-0.4	i	i	i	i	i	14.8	i	i	i	i
O=C(NCc1ccc(C(F)(F)F)cc1)C1CC(c2ccc(C(F)(F)F)cc2)=NO1 (stereo not drawn)	0.3	i	i	i	i	i	-1.4	i	i	i	i
Cc1cccc(Cn2c(C(=O)OC(C)C)cc3c2ccn3C)c1	-0.6	i	i	i	i	i	7.6	i	i	i	i
Cc1ccccc1CC1(CO)CCCN(C(=O)CCCN2CCCCC2=O)C1 (stereo not drawn)	2.0	i	i	i	i	i	11.3	i	i	i	i
COc1ccc(CCNC(=O)CC2SC(=Nc3cc(C)cc(C)c3)NC2=O)cc1OC (stereo not drawn)	-0.4	i	i	i	i	i	17.0	i	i	i	i

Compound activity: PubChem, several laboratories
